TbPYK inhibitor: qHTS of Trypanosoma Brucei Inhibitors. pyruvate kinase (Trypanosoma brucei), Q57TT1. 0.12% of 410,000 active. AID 624173, 2012. TbPYK enzyme, Kinase-Glo Plus ATP luminescence, 45 min. Potency, µM (top dose mostly 76.8 µM), for inactives: at the highest dose activity, negative = inhibition, usual class: inhibitors; active = well fitted inhibition curve with a large enough effect; also: nearly all actives have a fitted effect of over 50% in size
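Enzyme and substrate buffer are dispensed first and compound is pin-transferred. ADP at 130 uM final then starts the reaction, which runs 45 min at room temperature. Detection reagent is added for 10 min before luminescence is imaged.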
Starred values were filed as active, the others as inactive; [ ] = dose if it differs, or a comment. % is scaled to controls: 0 for no effect and ±100 for the full control effect; potency is read from the fitted curve at half-maximal effect. Not all compounds are listed; the hit share may differ from the screen's.

The opening 5 compounds (preview)
canonical_smiles | TbPYK inhibitor
CC(NC(=O)c1cc(COc2ccc(-n3cncn3)cc2)on1)c1ccc(F)cc1 (stereo unspecified) | 2%
Cc1cccc(CCNC(=O)c2cc3ccccn3n2)c1 | 0%
COc1cc(CC(=O)N2CCN(S(=O)(=O)c3ccc(C(C)C)cc3)CC2)cc(OC)c1OC | 4%
C[C@@H]1CN([C@@H](C)CO)C(=O)CCCn2nncc2CO[C@@H]1CN(C)C(=O)c1cc(-c2ccccc2)on1 | -12%
CC(=O)c1cccc(NC(=O)CCn2nc(C)c(S(=O)(=O)N(C)C)c2C)c1 | 0%

The list itself, previewed entries included:
canonical_smiles | TbPYK inhibitor
CC(NC(=O)c1cc(COc2ccc(-n3cncn3)cc2)on1)c1ccc(F)cc1 (stereo unspecified) | 2%
Cc1cccc(CCNC(=O)c2cc3ccccn3n2)c1 | 0%
COc1cc(CC(=O)N2CCN(S(=O)(=O)c3ccc(C(C)C)cc3)CC2)cc(OC)c1OC | 4%
C[C@@H]1CN([C@@H](C)CO)C(=O)CCCn2nncc2CO[C@@H]1CN(C)C(=O)c1cc(-c2ccccc2)on1 | -12%
CC(=O)c1cccc(NC(=O)CCn2nc(C)c(S(=O)(=O)N(C)C)c2C)c1 | 0%
CCCCC[C@@H]1CCCCC[C@H](O)C[C@H](O)[C@@H](O)/C=C/C(=O)O1 | -2%
O=C(c1cnccn1)N1CCC2(CCN(Cc3ccccc3)CC2)CC1 | 2%
Cc1ccc(C(=O)C=Cc2ccc3c(c2)OCO3)c(C)c1 | -1%
Cc1cc(-c2ccc(S(=O)(=O)Nc3cccc(Cl)c3C)cc2)on1 | -2%
COc1ccc(CCNS(=O)(=O)c2cc(-c3onc(C)c3C)ccc2OC)cc1OC | 1%
CCOC(=O)C1(C)CCCN(C(=O)c2cccc(C#N)c2)C1 (stereo unspecified) | -11%
COC(=O)c1sccc1S(=O)(=O)N1CCN(c2cccc(C)c2C)CC1 | -7%
CC(C)C[C@H]1CN(CCCC[C@@H]2CNC(=O)C(=O)N2Cc2ccccc2)C(=O)C(=O)N1CC1CCCCC1 | 0%
COc1ccccc1CNC(=O)CSc1ncc2c(n1)-c1cc(Cl)ccc1N(Cc1ccccc1)S2(=O)=O | -1%
CCCNC(=O)c1cc(C2CCCCN2S(=O)(=O)c2ccc(F)cc2F)on1 (stereo unspecified) | -5%
O=C(CC1NCCNC1=O)Nc1ccc(F)c(Cl)c1 (stereo unspecified) | 1%
CC(C)COC(=O)N(C)C[C@@H]1OCc2cn(nn2)CCCC(=O)N([C@@H](C)CO)C[C@H]1C | 3%
Cc1ccc(-n2ncc3c(N4CCCCCC4)ncnc32)cc1 | -13%
Cn1c(Nc2ccc(F)cc2)nc2cc(-c3ccsc3)sc2c1=O | -2%
CCOc1ccc(C2c3c(-c4cc(C)ccc4O)n[nH]c3C(=O)N2Cc2cccnc2)cc1OCC (stereo unspecified) | 1%
CCNC(=O)C1(C)CCCN(C(=O)c2cccc(C)c2C)C1 (stereo unspecified) | 6%
CCOc1ccc(/C=C/c2nc(C#N)c(NC(C)CC)o2)cc1 (stereo unspecified) | -4%
CCOc1ccc(NC(=O)CCc2c(C)nn(-c3ccc(N4CCCC4)nn3)c2C)cc1 | 4%
CCOc1ccc(CNC(=O)c2cnc3sc(N4CCOCC4)nn3c2=O)cc1OC | 4%
N#CC1=C(Nc2ccccc2Cl)SC(c2ccncc2)NC1=O (stereo unspecified) | -10%
O=C(OCc1cccc(C(F)(F)F)c1)c1ccc(-c2nnn(Cc3ccc(F)cc3)n2)cc1 | 11%
COc1ccc(NC(=O)N2CCC3(CC2)CCN(C(=O)Oc2ccccc2)CC3)cc1 | -9%
CC(NC(=O)Cn1c(=O)oc2cc(S(=O)(=O)N3CCCCCC3)ccc21)c1ccccc1 (stereo unspecified) | 2%
COc1ccc(CNC(=O)CSc2ncc3c(n2)-c2cc(Cl)ccc2N(Cc2ccccc2)S3(=O)=O)cc1OC | -2%
COc1cc(/C=C(\C#N)c2nc3ccc(C)cc3[nH]2)ccc1OC(C)C | 9%
Fc1cccc(CSc2ccc(-c3cccs3)nn2)c1 | -1%
O=C(NCc1ccco1)c1ccc2c(c1)N(Cc1ccccc1)C(=O)c1ccccc1S2 | 3%
Cc1cc(C)c(NC(=O)c2oc3c(c2C)-c2[nH]ncc2CC3)c(C)c1 | -13%[15.4 µM]
CCc1nc2c(OCCOc3ccccc3)cccn2c1N(C)C(=O)c1cccs1 | -7%
Cc1cccc(CN2C(=O)c3ccccc3Sc3ccc(C(=O)N4CCCC4)cc32)c1 | -26%
COc1ccccc1-c1cc(C(=O)Nc2cc(Cl)ccc2O)no1 | -6%
CN(C)c1ccc(CNC(=O)c2ccc(Cn3c(SCc4ccccc4)nc4cccnc43)cc2)cc1 | -1%
COC(=O)C(Sc1ccc(Cl)cc1)C1SC(=S)N(Cc2ccccc2)C1=O (stereo unspecified) | -12%
CCc1ccc(CN(C(=O)c2ccc(OC)cc2)C2CCS(=O)(=O)C2)cc1 (stereo unspecified) | 5%
CCC(C)C(CO)NC(=O)/C=C/[C@H]1O[C@@H](n2cnc3c(NC(=O)c4ccccc4)ncnc32)[C@H](O)[C@@H]1O (stereo partly specified) | -6%
Cc1ccc(-n2ncc3c(NC4CCCCC4)ncnc32)cc1Cl | 3%
COc1ccc(F)cc1-c1cc(C(=O)NCc2cccc(Cl)c2)[nH]n1 | -7%
COc1cccc(N2C(=O)CSC23C(=O)N(Cc2ccccc2)c2ccccc23)c1 (stereo unspecified) | 0%
CCCN(CCC)C(=O)c1nn(C)c2c1CSc1ccc(C)cc1-2 | -8%
CC(C)(C)C1CCc2c(sc(NC(=O)c3ccco3)c2C(=O)Nc2ccccc2Cl)C1 (stereo unspecified) | 2%
Cc1ccc(CNC(=O)Cn2ccn(-c3ccc(F)c(F)c3)c(=O)c2=O)cc1 | -6%
COc1ccc(OC)c(NC(=O)c2cn3c4c(ccc(Cl)c4c2=O)OC(C)C3)c1 (stereo unspecified) | -4%
COc1ccc(Br)c(C=O)c1OS(=O)(=O)c1ccc(C)cc1 | 5%
CCN(CC)/[N+]([O-])=N/O | 8%
CC(C)(C)C1CCc2c(sc(NC(=O)c3ccccc3F)c2C(=O)NCc2ccco2)C1 (stereo unspecified) | 2%
COc1ccccc1Nc1cc(C)nc2nc(-c3ccccc3)nn12 | -2%
Cc1ccc(-c2cn3cccnc3n2)cc1NC(=O)Nc1ccc(F)cc1 | -5%
COc1cccc(NC(=O)CSCc2cc(=O)c3ccc(C)c(C)c3[nH]2)c1 | -4%
Cc1cc(F)ccc1NC(=O)CN(C)S(=O)(=O)c1ccc(C(=O)N2CCOCC2)s1 | -3%
COc1ccccc1CNC(=O)CCCCn1c(=O)c2ccccc2n(Cc2c(C)cc(C)cc2C)c1=O | -4%
O=C(Cc1ccc(NC(=O)N2CCCCc3ccccc32)cc1)NCc1ccccc1 | 0%

The results go on:
canonical_smiles | TbPYK inhibitor
CCCOc1ccc(C2C(=O)N(C3CCCCC3)CC(=O)N2CCC2=CCCCC2)cc1OC (stereo unspecified) | -2%
Cc1ccc(OCCn2c(CNc3ccccc3C)nc3ccccc32)cc1 | -10%
Cc1nc2c(c(C)nn2-c2ccccc2)c(C)c1CCC(=O)Nc1ccc(F)cc1 | -8%
Cc1cc(=O)n(Cc2ccc(F)cc2Cl)c2c1c(C)nn2-c1ccccc1 | -3%
N#Cc1ccc(-c2nc3ccc(Cl)cn3c2Cc2ccccc2C(F)(F)F)cc1 | -7%
CCOCCCNC(=O)c1ccc(CN2CCc3ccccc3C2)cc1 | -11%
O=C(c1cc2ccc3cccnc3c2[nH]1)N1CCN(c2cccc(C(F)(F)F)c2)CC1 | 0%
Cn1c(C(=O)NCCc2ccccc2)cc2sc(Cl)cc21 | 4%
COc1ccc(NC(=O)c2c(NCc3cccs3)sc3c2CCCC3)c(OC)c1 | -7%[15.4 µM]
Cc1ccc(Cc2c(-c3cccc(Cl)c3)nc3c4ccccc4ccn23)cc1 | 3%
CN1NC(c2ccccc2)NN(C)C1=O | -18%
CC(=O)N1Cc2cc(C(=O)NCc3cccc(F)c3)nc(-c3cccc(C4=CCCC4)c3)c2[C@H]1CCO | -1%
Cc1ccccc1NS(=O)(=O)c1ccc2[nH]cc(C(=O)N3CCCC3)c(=O)c2c1 | 3%
COc1ccc(Cl)cc1NC(=O)CSc1nccn1Cc1ccco1 | -6%
COC(=O)[C@@]1(Cc2ccc(OC)cc2)[C@H]2c3cc(C(=O)N4CCCC4)n(Cc4ccc(Cl)c(C(F)(F)F)c4)c3C[C@H]2CN1C(=O)c1ccccc1 | -2%
CCc1nc2c(OCC=C(C)C)cccn2c1N(C)C(=O)c1ccc(OC)cc1 | -3%
CC(=O)Nc1ccc(NC(=O)c2cnn(-c3ccccc3)c2C2CCN(C(=O)OC(C)(C)C)CC2)cc1 | -5%
N#CC(=C1C=CC(=NO)C(Cl)=C1)c1ccccc1 | -2%
C[C@H]1CN([C@@H](C)CO)S(=O)(=O)c2ccc(-c3cncnc3)cc2O[C@H]1CN(C)C(=O)NC1CCCC1 | -2%
COc1ccc(C2c3c(oc4cc(C)cc(C)c4c3=O)C(=O)N2Cc2ccco2)cc1OC (stereo unspecified) | -7%
Cc1nnc(C(C)C)n1C1C[C@H]2CC[C@@H](C1)N2CC[C@H](NC(=O)C1CCC(F)(F)CC1)c1ccccc1 (stereo partly specified) | 2%
Cc1ccc2c(c1)cc1c(=O)n(CC(=O)N3CCCCC3)nc(C)n12 | -10%
CC1CCCCN1c1nc(-c2ccc(C(C)(C)C)cc2)nc2ccccc12 (stereo unspecified) | -3%
CCn1c(=N)n(CC(O)COc2ccccc2)c2ccccc21 (stereo unspecified) | -9%
CC1(C(=O)NCc2ccccc2Br)CCN1Cc1ccc2ccccc2c1 (stereo unspecified) | -1%
NC(=O)c1cccc(-c2ccnc3c2CC(C(=O)Nc2ccccc2)O3)c1 (stereo unspecified) | 2%
O=C(Nc1ccc(F)cc1F)c1cc2ccc3cccnc3c2[nH]1 | -13%
c1ccc(Cn2c(Cn3c(-c4cnccn4)nc4ccccc43)nc3ccccc32)cc1 | 6%
CCCS(=O)(=O)NC(=O)C1(C)CCN(C(=O)c2cc(C)n(C(C)(C)C)n2)C1 (stereo unspecified) | 1%
COC(=O)c1cc2oc3ccccc3c2n1CC(=O)Nc1ccc(C)cc1C | 4%
O=C(O)c1ccc2c(c1)N(Cc1ccc(F)cc1Cl)C(=O)c1ccccc1S2 | 5%
Cc1noc(Cn2c(=O)c3cc4c(cc3n(CC(=O)Nc3ccccc3F)c2=O)OCO4)n1 | 2%
COCCN(Cc1ccco1)C(=O)Cn1ncc2c([nH]c3ccccc32)c1=O | -6%
Clc1ccc(CNc2cc(-c3ccccc3)nc3nncn23)cc1 | 1%
COc1cccc(NC(=O)c2sc3nc(C)c(C(=O)Nc4ccc(C)cc4C)c(-c4ccco4)c3c2N)c1 | 0%
CNc1ccccc1C(=O)OCC(=O)N1CCc2ccccc2C1 | 5%
CC(=O)N1c2ccc(S(=O)(=O)NCC3CCC(C(=O)Nc4ccc(F)cc4)CC3)cc2CC1C (stereo unspecified) | -5%
CCOc1ccc(NC(=O)Cn2cc(C(=O)c3ccc(OC)cc3)c(=O)c3cc4c(cc32)OCO4)cc1 | -2%
Cc1cccc(C)c1-n1nnnc1C(c1ccnc2ccccc12)N(CCN(C)C)Cc1ccccc1 (stereo unspecified) | -3%
CCOC(=O)Nc1cc(OC)cc2ccc(C)nc12 | -6%
OC[C@@H]1CN(Cc2ccc3c(c2)OCO3)C[C@H](n2cnc3c(NC4CCC4)ncnc32)O1 | -11%
Cc1c2cnn(CC(=O)NCCc3ccccc3)c(=O)c2c(C)n1Cc1ccccc1 | -6%
COc1ccc(NC(=O)c2cc3c(-c4ccccc4F)nn(C)c3s2)c(OC)c1 | -9%
CCc1nc(-c2ccc(C)c(S(=O)(=O)N3CCN(c4ccc(C(C)=O)cc4)CC3)c2)no1 | 0%
CCc1ccc(-n2nc(CO)c(C(=O)NCc3ccccn3)n2)cc1 | 4%
COc1ccc(N2CCN(S(=O)(=O)CCNC(=O)Cc3ccc(-c4ccccc4)cc3)CC2)cc1 | 5%
Cc1cc(C)cc(OCC(=O)N(Cc2ccc(Cl)cc2)CC2CCCO2)c1 (stereo unspecified) | 2%
CCC(Nc1ccc(-c2nc(-c3ccco3)no2)cc1[N+](=O)[O-])c1ccccc1 (stereo unspecified) | -4%

Look-ups from the results shown:
Under TbPYK inhibitor, Cc1c2cnn(CC(=O)NCCc3ccccc3)c(=O)c2c(C)n1Cc1ccccc1 has -6%
Under TbPYK inhibitor, OC[C@@H]1CN(Cc2ccc3c(c2)OCO3)C[C@H](n2cnc3c(NC4CCC4)ncnc32)O1 has -11%
Under TbPYK inhibitor, COc1ccc(N2CCN(S(=O)(=O)CCNC(=O)Cc3ccc(-c4ccccc4)cc3)CC2)cc1 has 5%
Under TbPYK inhibitor, CCc1ccc(-n2nc(CO)c(C(=O)NCc3ccccn3)n2)cc1 has 4%

Some of the entries so far, field by field.
Cc1cccc(C)c1-n1nnnc1C(c1ccnc2ccccc12)N(CCN(C)C)Cc1ccccc1 (stereo unspecified)
- TbPYK inhibitor = -3%
CCOC(=O)Nc1cc(OC)cc2ccc(C)nc12
- TbPYK inhibitor = -6%

Additional structures
canonical_smiles | TbPYK inhibitor
COc1cc(/C=C/c2nc3ccccc3c(=O)[nH]2)ccc1O | -9%
CCOC(=O)c1ccc(NC(=O)CN2C(=O)CC(c3ccc(C)c(C)c3)=Nc3ccccc32)cc1 | 4%
COCc1nc2ccccc2n1CCOc1cccc(C)c1 | -2%
Cc1cccc(OCCOCCn2c(-c3ccc(Cl)cc3)nc3ccccc3c2=O)c1C | 4%
O=C(NCc1ccccn1)[C@@H]1CCCN1C(=O)[C@@H]1CCCN1C(=O)c1c(F)cccc1F | 4%
CCCOC(=O)C(C)n1nnc2sc(-c3ccccc3)cc2c1=O (stereo unspecified) | 4%
COc1cccc(CNC(=O)CSC2=Nc3ccccc3C3=NC(C(C)C)C(=O)N23)c1 (stereo unspecified) | -5%
